tim10-1 inh – tim10-1 yeast growth inhibition | S. cerevisiae tim10-1 ts strain growth, BacTiter-Glo, 24 h | inhibition, % at 20 µM | 330,000 tested, 2.2% active | AID 463190;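 active = inhibition of at least 40%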;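 also: mutant grown at 25 °C; 0% = DMSO wells with yeast and 100% = wells holding no yeast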
APOBEC3G inh – inhibitors of human APOBEC3G DNA deaminase. Q9HC16. recombinant A3G, ssDNA deamination FAM/TAMRA fluorescence. inhibition, % at 20 µM. 330,000 tested, 0.28% active. AID 493012;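 active = inhibition of at least 40% at 20 µM, with no more than 30% in the related APOBEC3A deaminase screen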;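 also: plate controls were DMSO wells with A3G for no effect and wells lacking A3G enzyme for full effect; some compounds called inactive have numbers as strong as hits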
Target sequence (Q9HC16 whole entry, looked up): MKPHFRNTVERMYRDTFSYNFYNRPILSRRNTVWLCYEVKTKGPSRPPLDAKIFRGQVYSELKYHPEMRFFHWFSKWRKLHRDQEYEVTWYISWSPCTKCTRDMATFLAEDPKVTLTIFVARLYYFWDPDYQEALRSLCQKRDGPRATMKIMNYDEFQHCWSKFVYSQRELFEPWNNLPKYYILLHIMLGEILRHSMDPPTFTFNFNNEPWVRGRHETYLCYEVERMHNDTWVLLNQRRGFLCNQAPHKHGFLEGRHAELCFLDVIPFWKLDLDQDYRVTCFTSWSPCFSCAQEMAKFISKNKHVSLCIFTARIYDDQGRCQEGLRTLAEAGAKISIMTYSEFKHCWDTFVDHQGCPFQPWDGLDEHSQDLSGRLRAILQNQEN
mIAP activ – mouse IAP activation. muIAP, CDP-Star luminescence, 30 min; stronger effect = higher value; 1 = vehicle-only enzyme signal, 0 = enzyme-free wells. activation factor at 10 µM. 330,000 tested, 0.24% active. AID 2805;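 active = activation factor of at least 2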; also: the source names both 10 and 20 µM as test concentration; values of inactives mirror those of a sister screen read the other way
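Assay system: mouse IAP enzyme / Compound: DMSO-dissolved test compounds / Timing: 30 min, room temperature / Measured by: luminescence from enzymatic CDP-Star hydrolysis / Control set: DMSO-only wells, enzyme-free buffer wells as negative control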
NLRP3 yeast inh – NALP3 inhibition in yeast; inhibition, % at 10 µM; 330,000 tested, 0.39% active; AID 2825; Yeast reconstituted NLRP3/ASC/caspase-1, beta-gal luminescence, 24 h;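 active = inhibition of 50% or more; inactive = inhibition below 50%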;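 also: plate controls were induced DMSO wells for no effect and uninduced yeast grown without galactose for full effect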
hIAP block – blocks human intestinal alkaline phosphatase; P09923; purified IAP, CDP-Star luminescence, 30 min; inhibition, % at 10 µM; 330,000 tested, 0.12% active;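 active = inhibition reaching a set limit with compound at 10 µM in the primary screen, cut at about 35% in these data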;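 also: plate controls were DMSO wells with enzyme for no effect and no-enzyme buffer wells for full effect; values of inactives mirror those of a sister screen read the other way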
Target sequence (P09923 whole entry, looked up): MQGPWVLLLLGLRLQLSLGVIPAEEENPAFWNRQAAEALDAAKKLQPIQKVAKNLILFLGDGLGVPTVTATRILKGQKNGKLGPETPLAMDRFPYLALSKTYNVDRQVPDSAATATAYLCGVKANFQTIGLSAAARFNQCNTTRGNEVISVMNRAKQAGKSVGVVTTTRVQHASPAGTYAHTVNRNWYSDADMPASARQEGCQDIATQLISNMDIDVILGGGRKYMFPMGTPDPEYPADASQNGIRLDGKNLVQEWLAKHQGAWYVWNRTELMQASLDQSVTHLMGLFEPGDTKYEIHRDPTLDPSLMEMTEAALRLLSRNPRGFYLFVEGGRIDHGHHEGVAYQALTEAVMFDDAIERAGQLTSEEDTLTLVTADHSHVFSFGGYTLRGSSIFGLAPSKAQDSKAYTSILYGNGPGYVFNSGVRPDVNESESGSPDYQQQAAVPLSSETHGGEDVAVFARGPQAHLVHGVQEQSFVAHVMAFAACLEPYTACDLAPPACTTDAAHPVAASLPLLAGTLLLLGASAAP
MIN6 prolif – MIN6 beta-cell proliferation induction. MIN6 cells proliferation, ATPlite luminescence, 48 h; cells starved in 0.2% serum; 100% = growth in 10% serum. proliferation, % at 10 µM. 330,000 tested, 0.29% active. AID 2380;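 active = compounds whose signal lies at least 3.5 SD above the mean of all wells on their plate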;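 also: 0% = DMSO-treated cells in low-serum medium and 100% = 10% serum control; some compounds called inactive have numbers as strong as hits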
mIAP block – blocks mouse intestinal alkaline phosphatase; purified mouse IAP, CDP-Star luminescence, 30 min; inhibition, % at 10 µM; 330,000 tested, 0.2% active; AID 2806;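 active = inhibition of at least 40% at 10 µM in the primary screen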;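 also: plate controls were DMSO with enzyme for no effect and no enzyme wells for full effect; values of inactives mirror those of a sister screen read the other way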
TIM10 inh – TIM10 yeast growth inhibition | inhibition, % at 10 µM | 330,000 tested, 1.4% active | S. cerevisiae TIM10 strain growth, BacTiter-Glo luminescence, 24 h;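 active = inhibition of 40% or more at the single tested concentration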;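 also: wild-type TIM10 isogenic control strain grown at permissive 25 °C; 0% = DMSO yeast wells and 100% = minimal medium wells without yeast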
APOBEC3A inh – blocks human APOBEC3A ssDNA deamination | P31941 | recombinant A3A, FAM/TAMRA ssDNA deamination fluorescence | inhibition, % at 20 µM | 330,000 tested, 0.41% active | AID 493011;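 active = at least 40% inhibition at 20 µM here, with at most 30% in a related deaminase screen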;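 also: plate controls were A3A with DMSO for no effect and wells lacking A3A enzyme for full effect; some results filed as inactive read as strong as hits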
* hit, by the source's call.

For CCCCCOC(=O)c1[nH]c2c(c1C)C(=O)CC(c1ccco1)C2 (stereo not drawn) the results were tim10-1 inh 28, APOBEC3G inh 5, mIAP activ 0.99, NLRP3 yeast inh 1, hIAP block 0, MIN6 prolif -7, mIAP block 1, TIM10 inh 19 and APOBEC3A inh 13.
Screening O=C1CN(C(=O)c2cccs2)c2ccccc2N1 returned tim10-1 inh 10, APOBEC3G inh -5, mIAP activ 0.94, NLRP3 yeast inh -1, hIAP block 5, MIN6 prolif 0, mIAP block 6, TIM10 inh 12 and APOBEC3A inh -1.
COc1ccc(Nc2cc(NCCCO)c([N+](=O)[O-])c3nonc23)cc1 was read as tim10-1 inh 3, APOBEC3G inh 32, mIAP activ 0.9, NLRP3 yeast inh 9, hIAP block 14, MIN6 prolif -2, mIAP block 10, TIM10 inh 18 and APOBEC3A inh -2.
`Cc1noc(C)c1COC(=O)[C@@H](NC(=O)c1ccccc1)C(C)C` gave tim10-1 inh 6, APOBEC3G inh 0, mIAP activ 1, NLRP3 yeast inh 16, hIAP block 7, MIN6 prolif 4, mIAP block -2, TIM10 inh 6 and APOBEC3A inh 2.
`CCc1ccc2nc(N(CCN(C)C)C(=O)/C=C/c3cccs3)sc2c1` gave tim10-1 inh 17, APOBEC3G inh -6, mIAP activ 0.96, NLRP3 yeast inh 25, hIAP block 11, MIN6 prolif -4, mIAP block 4, TIM10 inh 22 and APOBEC3A inh -4.
`CSCCC(NC(=O)c1ccco1)C(=O)N1CCN(C(c2ccccc2)c2ccccc2)CC1` (stereo not drawn) gave tim10-1 inh -38, APOBEC3G inh -8, mIAP activ 0.92, NLRP3 yeast inh 29, hIAP block -2, MIN6 prolif -4, mIAP block 8, TIM10 inh -21 and APOBEC3A inh -2.
For CCCCn1c(-c2ccc(F)c(F)c2)nc2cc3[nH]c(=O)c(C(C)C)nc3cc21 the results were tim10-1 inh 21, APOBEC3G inh 1, mIAP activ 0.89, NLRP3 yeast inh 16, hIAP block -5, MIN6 prolif -6, mIAP block 11, TIM10 inh 11 and APOBEC3A inh 0.
`O=C(CSc1nnc(Cc2ccccc2)n1-c1cccc(Cl)c1)N1CCOCC1` gave tim10-1 inh 13, APOBEC3G inh -1, mIAP activ 0.9, NLRP3 yeast inh 10, hIAP block 3, MIN6 prolif -3, mIAP block 10, TIM10 inh 11 and APOBEC3A inh 1.
Screening Cc1cc(C(=O)NC2CC(C)(C)Cc3c2cnn3-c2cccc(F)c2)nn1C (stereo not drawn) returned tim10-1 inh 3, APOBEC3G inh -8, mIAP activ 0.97, NLRP3 yeast inh -2, hIAP block -20, MIN6 prolif 1, mIAP block 3, TIM10 inh -9 and APOBEC3A inh 1.
Screening N#Cc1cccc(S(=O)(=O)NCCOc2ccccc2F)c1 returned tim10-1 inh 0, APOBEC3G inh 1, mIAP activ 0.91, NLRP3 yeast inh 12, hIAP block 13, MIN6 prolif -2, mIAP block 9, TIM10 inh 2 and APOBEC3A inh -1.
Screening CC1=CCC2C(=O)N(c3nc4ccccc4n3C)C(=O)C2C1 (stereo not drawn) returned tim10-1 inh 7, APOBEC3G inh 2, mIAP activ 1.1, NLRP3 yeast inh 2, hIAP block -3, MIN6 prolif 2, mIAP block -5, TIM10 inh -3 and APOBEC3A inh 10.
CCOC(=O)/C=C1\SCC(=O)N1CC(=O)Nc1ccc(C(C)C)cc1 was read as tim10-1 inh 21, APOBEC3G inh -4, mIAP activ 1, NLRP3 yeast inh -7, hIAP block -15, MIN6 prolif -1, mIAP block 0, TIM10 inh -13 and APOBEC3A inh -3.
`CC1(C(=O)N(CC(=O)NC2CCCC2)Cc2ccc(Cl)cc2)CC(=O)N=C2C=CC=CN21` (stereo not drawn) gave tim10-1 inh -3, APOBEC3G inh -7, mIAP activ 0.96, NLRP3 yeast inh -3, hIAP block 1, MIN6 prolif 1, mIAP block 4, TIM10 inh -12 and APOBEC3A inh -3.
For CC(C#N)(NC(=O)CN1CCN(S(=O)(=O)c2ccc(Br)cc2Cl)CC1)C1CC1 (stereo not drawn) the results were tim10-1 inh 17, APOBEC3G inh -2, mIAP activ 1.1, NLRP3 yeast inh 16, hIAP block 3, MIN6 prolif -4, mIAP block -8, TIM10 inh 6 and APOBEC3A inh 4.
`O=C(O)CCc1ccc(-c2cccs2)n1Cc1ccco1` gave tim10-1 inh 19, APOBEC3G inh 0, mIAP activ 0.85, NLRP3 yeast inh -8, hIAP block 5, MIN6 prolif -2, mIAP block 15, TIM10 inh 20 and APOBEC3A inh 4.
For COc1ccc(S(=O)(=O)Nc2ccc3c(c2)C(=O)N([C@H](C)CO)C[C@H](C)[C@@H](CN(C)S(=O)(=O)c2ccc(F)cc2)O3)cc1 the results were tim10-1 inh 6, APOBEC3G inh -10, mIAP activ 0.96, NLRP3 yeast inh 8, hIAP block -9, MIN6 prolif 0, mIAP block 4, TIM10 inh 2 and APOBEC3A inh -2.
Screening Cc1cc(C)c2c(n1)nn1c(N3CCN(c4ccccc4C)CC3)cc(C)nc21 returned tim10-1 inh 22, APOBEC3G inh -3, mIAP activ 1.3, NLRP3 yeast inh 5, hIAP block 5, MIN6 prolif -5, mIAP block -29, TIM10 inh 10 and APOBEC3A inh -3.
`CCOc1ccc(C2CC(c3ccc(F)cc3)n3ncnc3N2)cc1` (stereo not drawn) gave tim10-1 inh 22, APOBEC3G inh -2, mIAP activ 0.95, NLRP3 yeast inh 37, hIAP block 0, MIN6 prolif -3, mIAP block 5, TIM10 inh 40* and APOBEC3A inh 0.
For COC(=O)C1=C(C(=O)OC)[C@@H]2N(C)c3ccc(OC)cc3[C@@]23C[C@@H](C(=O)OC)N(C(=O)c2cc(C)oc2C)C3=N1 the results were tim10-1 inh 21, APOBEC3G inh -9, mIAP activ 0.95, NLRP3 yeast inh -6, hIAP block 8, MIN6 prolif -8, mIAP block 4, TIM10 inh 23 and APOBEC3A inh -3.
O=C(NC(Cc1ccccc1)C(=O)O)/C(=C\c1ccc(Cl)cc1)NC(=O)c1ccco1 (stereo not drawn) was read as tim10-1 inh 6, APOBEC3G inh -4, mIAP activ 1, NLRP3 yeast inh 8, hIAP block -21, MIN6 prolif 1, mIAP block -5, TIM10 inh 2 and APOBEC3A inh -4.
For Cc1c(NC(=O)/C(C#N)=C/c2cccs2)c(=O)n(-c2ccccc2)n1C the results were tim10-1 inh 13, APOBEC3G inh -1, mIAP activ 0.95, NLRP3 yeast inh -18, hIAP block 16, MIN6 prolif -2, mIAP block 5, TIM10 inh 0 and APOBEC3A inh 2.
Screening CC1(C)NC(=O)N(CC(=O)N2CCN(S(=O)(=O)c3ccccc3F)CC2)C1=O returned tim10-1 inh 6, APOBEC3G inh -2, mIAP activ 0.97, NLRP3 yeast inh 7, hIAP block 11, MIN6 prolif 0, mIAP block 3, TIM10 inh 2 and APOBEC3A inh 3.
Screening CCOc1ccc(OCC)c(NC(=O)C(NS(=O)(=O)c2ccc3c(c2)oc(=O)n3C)C(C)C)c1 (stereo not drawn) returned tim10-1 inh 16, APOBEC3G inh -2, mIAP activ 0.9, NLRP3 yeast inh 5, hIAP block 7, MIN6 prolif 0, mIAP block 10, TIM10 inh 12 and APOBEC3A inh 0.
`Cc1c(Cl)cccc1NC(=O)c1cc(-c2ccccc2O)n[nH]1` gave tim10-1 inh 8, APOBEC3G inh 0, mIAP activ 1.1, NLRP3 yeast inh 21, hIAP block -101, MIN6 prolif -6, mIAP block -8, TIM10 inh -1 and APOBEC3A inh 0.
For Cc1ccc(S(=O)(=O)CCC(=O)OCC(=O)NC2CCS(=O)(=O)C2)cc1 (stereo not drawn) the results were tim10-1 inh -23, APOBEC3G inh -5, mIAP activ 1, NLRP3 yeast inh -5, hIAP block 9, MIN6 prolif 4, mIAP block -2, TIM10 inh -4 and APOBEC3A inh 0.
For COc1cccc(-c2cc(C(F)(F)F)n3nc(C(=O)N4CCCCC4c4cccnc4)cc3n2)c1 (stereo not drawn) the results were tim10-1 inh 30, APOBEC3G inh 1, mIAP activ 0.91, NLRP3 yeast inh 9, hIAP block -11, MIN6 prolif -3, mIAP block 9, TIM10 inh 36 and APOBEC3A inh 4.
`CC(C)C(=O)NC(=S)Nc1nnn(C)n1` gave tim10-1 inh 17, APOBEC3G inh -3, mIAP activ 1, NLRP3 yeast inh -3, hIAP block -15, MIN6 prolif 0, mIAP block -2, TIM10 inh -5 and APOBEC3A inh -2.
Screening O=C(Nc1ccc(Cl)cc1)[C@@H]1[C@@H]2C(=O)N(c3ccc(Cl)cc3)C(=O)[C@@H]2[C@H]2C=CC=NN21 returned tim10-1 inh 18, APOBEC3G inh 10, mIAP activ 0.89, NLRP3 yeast inh -12, hIAP block -2, MIN6 prolif -5, mIAP block 11, TIM10 inh -23 and APOBEC3A inh -2.
For Cn1ccnc1CN1CCCCC1C(=O)Nc1ccc(Oc2cccnc2)cc1 (stereo not drawn) the results were tim10-1 inh 3, APOBEC3G inh -5, mIAP activ 1.1, NLRP3 yeast inh 7, hIAP block -14, MIN6 prolif 1, mIAP block -5, TIM10 inh 5 and APOBEC3A inh -3.
CN1CCN(S(=O)(=O)c2ccc(NCc3ccc4c(c3)OCO4)nc2)CC1 was read as tim10-1 inh 18, APOBEC3G inh 0, mIAP activ 1.1, NLRP3 yeast inh 10, hIAP block 10, MIN6 prolif -3, mIAP block -8, TIM10 inh -8 and APOBEC3A inh 2.
CC1=Nc2nc(N3CCCCC3)c(C#N)c3c4c(nc(c23)N1)N(c1ccc(C(C)C)cc1)C(=O)C4 was read as tim10-1 inh 13, APOBEC3G inh -1, mIAP activ 0.69, NLRP3 yeast inh 4, hIAP block 12, MIN6 prolif -6, mIAP block 31, TIM10 inh 16 and APOBEC3A inh 1.
`CC(C)c1cc(-c2cc(C(=O)NCc3ccccc3)on2)nc(NC2CCCC2)n1` gave tim10-1 inh 18, APOBEC3G inh -10, mIAP activ 0.99, NLRP3 yeast inh 25, hIAP block -14, MIN6 prolif -9, mIAP block 1, TIM10 inh -1 and APOBEC3A inh -1.
`O=C1CC(N2CCN(S(=O)(=O)c3ccc([N+](=O)[O-])cc3)CC2)C(=O)N1c1ccccc1F` (stereo not drawn) gave tim10-1 inh 16, APOBEC3G inh -7, mIAP activ 1.1, NLRP3 yeast inh 11, hIAP block -14, MIN6 prolif -1, mIAP block -8, TIM10 inh 6 and APOBEC3A inh -5.
O=C(c1ccc2nccnc2c1)N1CCN(c2ccccc2)CC1 was read as tim10-1 inh -14, APOBEC3G inh -2, mIAP activ 1, NLRP3 yeast inh 3, hIAP block 8, MIN6 prolif 1, mIAP block -3, TIM10 inh 3 and APOBEC3A inh -1.
`COc1cc(S(=O)(=O)NC2CCCC2)c(OC)cc1C` gave tim10-1 inh 23, APOBEC3G inh -8, mIAP activ 1, NLRP3 yeast inh 4, hIAP block -20, MIN6 prolif -1, mIAP block -3, TIM10 inh 9 and APOBEC3A inh -4.

Of the compounds above, 2 contain a nitro group on carbon:
COc1ccc(Nc2cc(NCCCO)c([N+](=O)[O-])c3nonc23)cc1 was read as tim10-1 inh 3, APOBEC3G inh 32, mIAP activ 0.9, NLRP3 yeast inh 9, hIAP block 14, MIN6 prolif -2, mIAP block 10, TIM10 inh 18 and APOBEC3A inh -2.
`O=C1CC(N2CCN(S(=O)(=O)c3ccc([N+](=O)[O-])cc3)CC2)C(=O)N1c1ccccc1F` (stereo not drawn) gave tim10-1 inh 16, APOBEC3G inh -7, mIAP activ 1.1, NLRP3 yeast inh 11, hIAP block -14, MIN6 prolif -1, mIAP block -8, TIM10 inh 6 and APOBEC3A inh -5.

Assay outcomes (PubChem)
